# WT yeast gro inh: growth inhibition of WT yeast, mitochondrial fusion screen | inhibition, % at 10 µM | 190,000 tested, 2.1% active | mitochondrial fusion phenotypic screen, WT strain | AID 1362; in the data active = inhibition above about 58%; tested in S. cerevisiae
# SV40 large T antigen: TAg ATPase/helicase activity blockers – biochemical (AID 1903). SV40 large T antigen ATPase/helicase inhibition assay; higher % means a stronger effect. one-dose inhibition, % at 20 µM; IC50 in µM for titrated hits. 310,000 tested, 0.39% active; in the data active = a potency from the dose series; inconclusive = inhibition mostly from about 32% at the one dose, without a potency; inactive = the rest, 99 in 100 with inhibition below about 32%; note: strong numbers were not always called active
# Myeloid diff 2: compounds promoting myeloid differentiation. ER-HoxA9 myeloid progenitors, lysozyme-GFP differentiation, flow cytometry. calls only at 10 µM. 360,000 tested, 1% active;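 active = normalized GFP-positive differentiation at or above the plate's own cutoff, the solvent-only control mean plus 3 SD; inconclusive = no clear call, values can overlap the other calls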;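 note: cells exposed to compound for four days before flow analysis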
# MgcRacGAP inhibition: MgcRacGAP GTPase-activating activity inhibitors, confirmation, biochemical, ADP Hunter fluorescence | MgcRacGAP-stimulated Rac1 GTP hydrolysis, ADP Hunter fluorescence; higher % means a stronger effect; GST-tagged Rac1 F28L mutant substrate | one-dose inhibition, % at 30 µM; IC50 in µM for titrated hits | 340,000 tested, 0.6% active;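 active = first-screen hits whose inhibition reached a set limit at any dose in the follow-up dose series; inconclusive = inhibition above the set first-screen limit but never retested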;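 note: fluorescence reports GDP produced by GAP-driven GTP hydrolysis; strong numbers were not always called active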
# b-catenin transl: alters nuclear translocation of beta-catenin in HeLa cells | immunofluorescence imaging | nuclear translocation activity, % at 5 µM | 190,000 tested, 0.3% active | AID 1665;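 active = nuclear translocation activity above 50% at 5 µM, with a well cell count of 50 or more; inconclusive = wells under 50 cells across six images, flagged as toxic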;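 note: per-cell ratio of nuclear to cytoplasmic median beta-catenin stain intensity; plate controls were DMSO negative control for no effect and GSK-3 inhibitor IX positive control for full effect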
#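 assay system = human HeLa cells, endogenous beta-catenin | times = compound treatment 24 h, 37°C, 5% CO2 | detection = Anti-beta-catenin immunofluorescence on PFA-fixed, Triton-permeabilized cells, DAPI nuclei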
# T cell HTS: T cell immune modulation candidate; 2C CD8+ T cell-vesicle binding, flow cytometry; active compounds read low; calls only at 7 µM; 330,000 tested, 0.068% active; AID 2052;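 active = response, share of CD8 T cells binding vesicles, and their 90th percentile fluorescence all below set limits, cut at about 80% in these data, passing the limit was not always enough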
#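 Assay system – 2C mouse CD8+ T cells · Also added – QL9-loaded Drosophila micro-vesicles · Timing – Cell–vesicle co-incubation 1.5 h at 37 °C, staining 20 min on ice · Signal – flow cytometry of vesicle-bound cells · Measure – percent CD8+ FL2 mean versus row control · Controls – Peptide-free naked vesicles (low) and QL9 vesicles with 0.7% DMSO vehicle (high)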
# RSV CPE inhibition: RSV antiviral activity via CPE protection, HEp-2 cells, primary 10 µM value included (AID 2391); HEp-2 cells, RSV-induced CPE inhibition; higher % means a stronger effect; CPE inhibition, % at 10 µM, or IC50 in µM where a hit was titrated; 310,000 tested, 0.13% active; in the data active = a potency from the dose series; inconclusive = CPE inhibition mostly from about 23% at the one dose, without a potency; inactive = the rest, 99 in 100 with CPE inhibition below about 21%; note: strong numbers were not always called active
# West Nile antiviral: inhibition of WNV-induced cytopathic effect – cell-based, CPE readout (AID 1621) | West Nile virus-infected cells, CPE inhibition; higher % means a stronger effect | CPE inhibition, % at 10 µM, or IC50 in µM where a hit was titrated | 290,000 tested, 0.02% active; in the data active = a potency from the dose series; inconclusive = CPE inhibition mostly from about 3.7% at the one dose, without a potency; inactive = the rest, 99 in 100 with CPE inhibition below about 2.2%; note: strong numbers were not always called active
# Salmonella PhoP GFP: PhoP-dependent GFP reporter repression – Salmonella Typhimurium, primary screen (AID 1863); S. Typhimurium PhoP-regulated promoter GFP reporter, 4 h; higher % means a stronger effect; inhibition, % at 50 µM, or IC50 in µM where a hit was titrated; 300,000 tested, 0.16% active;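 active = inhibition over 29.93%, a cutoff 3 SD above the screen mean, later confirmed by dose response; inconclusive = inhibition over 29.93% but no dose response follow-up; inactive = inhibition at most 29.93% or unconfirmed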;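 note: 0% = low Mg2+ inducing control and 100% = high Mg2+ repressing control; strong numbers were not always called active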
# WT yeast gro inh mutant strain: further read-out of WT yeast gro inh, marked with its call; inhibition, %; mitochondrial fusion phenotypic screen, mutant strain inhibition
# b-catenin transl cell count 5 µM: also measured in b-catenin transl; calls as there; cell count; measured here: cell count, cytotoxicity flag
# T cell HTS vesicle-bound %: also measured in T cell HTS; calls as there; double positive events, %; measured here: CD8+ vesicle-bound cell fraction;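 binding gate set so that unloaded-vesicle control wells show 10% double positive cells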
# Myeloid diff 2 GFP+ MAC1+ %: recorded beside Myeloid diff 2, whose call it bears; GFP+ MAC1+ double positive, %; measured here: differentiation confirmed by MAC1 staining
# * hit, by the source's call; i = inactive; ? = inconclusive; nt = not tested or not shown.
no. | molecule | WT yeast gro inh | WT yeast gro inh mutant strain | SV40 large T antigen | Myeloid diff 2 | Myeloid diff 2 GFP+ MAC1+ % | MgcRacGAP inhibition | b-catenin transl | b-catenin transl cell count 5 µM | T cell HTS | T cell HTS vesicle-bound % | RSV CPE inhibition | West Nile antiviral | Salmonella PhoP GFP
1 | O=C(CCN1C(=O)C2CC=C(Cl)CC2C1=O)N1CCCCC1 (stereo unspecified) | -1 | -10 | 1% | i | 1.1 | 10% | -0.4 | 1012 | i | 32 | 1.2% | -0.4% | -2%
2 | COc1ccc(NC(=O)CN(C)C(=O)c2cc(-c3ccco3)nc3ccccc23)cc1 | nt | nt | 38% | i | 1.1 | 9% | nt | nt | i | 43 | 0.8% | nt | 5%
3 | CCOc1ccc(OCCn2ccnc2)cc1 | -8 | -18 | 7% | i | 0.2 | 22% | nt | nt | i | 55 | 0.2% | 0.1% | 2%
4 | O=C(c1ccc(-n2cccc2)cc1)N1CCN(Cc2ccccc2)CC1 | -21 | -12 | -17% | i | 0.2 | 7% | nt | nt | i | 58 | 13% | -1.1% | 2%
5 | Cc1ccc(N)c([N+](=O)[O-])c1 | nt | nt | nt | i | 1.3 | 2% | nt | nt | i | 23 | 1.1% | nt | nt
6 | COc1cccc(NC(=O)CN2CCCCCC2)c1 | nt | nt | 9% | i | 0.5 | -2% | nt | nt | i | 25 | -0.1% | -0.9% | -5%
7 | O=C(Nc1cc(S(=O)(=O)N2CCCCCC2)ccc1OCC(F)(F)F)c1cnccn1 | nt | nt | nt | i | 0.2 | -6% | nt | nt | i | 16 | 2.3% | nt | nt
8 | COc1cccc(C2=NOC(C(=O)N3CCc4ccccc4C3)C2)c1 (stereo unspecified) | 18 | -4 | 4% | i | 2.3 | 6% | -2.8 | 1194 | i | 42 | 1.6% | -0.5% | 0%
9 | Cn1nc(C(C)(C)C)cc1C(=O)NCc1ccc2c(c1)OCO2 | nt | nt | 3% | ? | nt | 6% | nt | nt | i | 23 | -0.1% | -1.1% | -2%
10 | COc1ccc(NC(=O)CCN2C(=O)C3CC=C(Cl)CC3C2=O)cc1 (stereo unspecified) | -18 | -4 | 2% | i | 0.1 | 5% | 0.6 | 591 | i | 56 | 0.6% | 0.9% | 1%
11 | Cc1ccc(NC(=O)CN(C)C(=O)CCC(=O)N2CCOCC2)cc1 | nt | nt | 13% | i | 0.5 | 3% | nt | nt | i | 47 | -1.2% | nt | -4%
12 | COC(=O)CCC(=O)OC1(C)C(=O)C=C2C=C(C3CC3)N(CCc3ccccn3)C=C2C1=O (stereo unspecified) | nt | nt | 12% | i | 0.9 | 11% | 0.4 | 1245 | i | 46 | 0.3% | 0.2% | -5%
13 | CN(CCN1CCOCC1)C(=O)CC1C(=O)NCCN1Cc1ccccc1F (stereo unspecified) | nt | nt | 23% | i | 0.7 | 5% | nt | nt | i | 23 | 0.5% | 0.1% | -7%
14 | CCCCCCCC(=O)OC(CN1CCCCCC1)CN1CCCC1=O (stereo unspecified) | nt | nt | 2% | i | 0.7 | 6% | 0.3 | 1336 | i | 16 | 1.8% | 1.2% | -11%
15 | CCS(=O)(=O)C1=NSC2=NC(=O)/C(=C\c3cc(C)n(-c4cccc(OC)c4)c3C)C(=N)N21 | -8 | -2 | ? | i | 0.4 | 12% | -0.7 | 612 | i | 48 | 3.8% | -0.2% | -13%
16 | CCCCC(CC)COC(=O)CCCCC(=O)OCC(CC)CCCC (stereo unspecified) | nt | nt | nt | i | 1.1 | 6% | nt | nt | i | 36 | -0.2% | nt | nt
17 | C=CCNc1nc(Nc2ccc([N+](=O)[O-])cc2)nc(OCC)n1 | -3 | -1 | -1% | i | 0.1 | 7% | -1.3 | 897 | i | 44 | 2.4% | -0.3% | 11%
18 | Cc1ccc(C(=O)/C=C\NCc2ccccc2)cc1 | 3 | 20 | 23% | i | 0.4 | 5% | nt | nt | i | 53 | 5.3% | -0.1% | -10%
19 | O=C(Nc1ccc2oc(-c3ccc(F)cc3)nc2c1)c1ccccc1F | -41 | -18 | -4% | i | 0.4 | 16% | -6.9 | 1016 | i | 16 | 4.5% | -0.2% | -15%

# 11 neighbouring records out of the list so far:
no. | molecule | WT yeast gro inh | WT yeast gro inh mutant strain | SV40 large T antigen | Myeloid diff 2 | Myeloid diff 2 GFP+ MAC1+ % | MgcRacGAP inhibition | b-catenin transl | b-catenin transl cell count 5 µM | T cell HTS | T cell HTS vesicle-bound % | RSV CPE inhibition | West Nile antiviral | Salmonella PhoP GFP
3 | CCOc1ccc(OCCn2ccnc2)cc1 | -8 | -18 | 7% | i | 0.2 | 22% | nt | nt | i | 55 | 0.2% | 0.1% | 2%
4 | O=C(c1ccc(-n2cccc2)cc1)N1CCN(Cc2ccccc2)CC1 | -21 | -12 | -17% | i | 0.2 | 7% | nt | nt | i | 58 | 13% | -1.1% | 2%
5 | Cc1ccc(N)c([N+](=O)[O-])c1 | nt | nt | nt | i | 1.3 | 2% | nt | nt | i | 23 | 1.1% | nt | nt
6 | COc1cccc(NC(=O)CN2CCCCCC2)c1 | nt | nt | 9% | i | 0.5 | -2% | nt | nt | i | 25 | -0.1% | -0.9% | -5%
7 | O=C(Nc1cc(S(=O)(=O)N2CCCCCC2)ccc1OCC(F)(F)F)c1cnccn1 | nt | nt | nt | i | 0.2 | -6% | nt | nt | i | 16 | 2.3% | nt | nt
8 | COc1cccc(C2=NOC(C(=O)N3CCc4ccccc4C3)C2)c1 (stereo unspecified) | 18 | -4 | 4% | i | 2.3 | 6% | -2.8 | 1194 | i | 42 | 1.6% | -0.5% | 0%
9 | Cn1nc(C(C)(C)C)cc1C(=O)NCc1ccc2c(c1)OCO2 | nt | nt | 3% | ? | nt | 6% | nt | nt | i | 23 | -0.1% | -1.1% | -2%
10 | COc1ccc(NC(=O)CCN2C(=O)C3CC=C(Cl)CC3C2=O)cc1 (stereo unspecified) | -18 | -4 | 2% | i | 0.1 | 5% | 0.6 | 591 | i | 56 | 0.6% | 0.9% | 1%
11 | Cc1ccc(NC(=O)CN(C)C(=O)CCC(=O)N2CCOCC2)cc1 | nt | nt | 13% | i | 0.5 | 3% | nt | nt | i | 47 | -1.2% | nt | -4%
12 | COC(=O)CCC(=O)OC1(C)C(=O)C=C2C=C(C3CC3)N(CCc3ccccn3)C=C2C1=O (stereo unspecified) | nt | nt | 12% | i | 0.9 | 11% | 0.4 | 1245 | i | 46 | 0.3% | 0.2% | -5%
13 | CN(CCN1CCOCC1)C(=O)CC1C(=O)NCCN1Cc1ccccc1F (stereo unspecified) | nt | nt | 23% | i | 0.7 | 5% | nt | nt | i | 23 | 0.5% | 0.1% | -7%

# Complete entries, looked up by structure. Order of screens: WT yeast gro inh	WT yeast gro inh mutant strain	SV40 large T antigen	Myeloid diff 2	Myeloid diff 2 GFP+ MAC1+ %	MgcRacGAP inhibition	b-catenin transl	b-catenin transl cell count 5 µM	T cell HTS	T cell HTS vesicle-bound %	RSV CPE inhibition	West Nile antiviral	Salmonella PhoP GFP
# COc1ccc(NC(=O)CN(C)C(=O)c2cc(-c3ccco3)nc3ccccc23)cc1 is listed as nt	nt	38%	i	1.1	9%	nt	nt	i	43	0.8%	nt	5%
# Cc1ccc(C(=O)/C=C\NCc2ccccc2)cc1 is listed as 3	20	23%	i	0.4	5%	nt	nt	i	53	5.3%	-0.1%	-10%

# No enrichment for hits. About 3.6% of those tested had a hit in this group.
